Yeast superoxide: yeast age-related superoxide inhibition as caloric restriction mimetic; superoxide response (% of plate mean), % at 10 µM; 330,000 tested, 0.18% active; AID 2690; S. cerevisiae aged cells, superoxide DHE fluorescence; stronger effect = lower value;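 active means superoxide response under a set limit, about three screen SD below normal, cut at about 65% in these data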;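 further: yeast aged for seven days with compound at 30 °C before DHE staining; 100% = average MFI of all compound-treated wells on the plate with controls excluded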
Fam108B counter: counter-screen for RBBP9 inhibitors: inhibitors of mouse Fam108B | 300,000 tested, 0.33% active | inhibition, % at 9.51 µM | recombinant Fam108B, FP-Rh probe fluorescence polarization;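 active means inhibition above the screen mean inhibition plus 3 SD, computed separately per campaign, cut at about 18% in these data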;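 further: inhibitors lower polarization as less probe binds the enzyme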
MEX-5 binding: C. elegans MEX-5 TCR-2 RNA binding activity; MEX-5/FITC-TCR2 RNA binding, fluorescence polarization; stronger effect = lower value; Q9XUB2; activity score (negative = inhibition of binding), % at 10 µM; 300,000 tested, 0.38% active; AID 1832;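 active means inhibition past about -25% in most replicates, and total fluorescence under double the plate's negative control median, limit read from the data; inconclusive means replicates evenly split on the limit, or fluorescence at least double controls; inactive means too little inhibition in most replicates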;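 further: 0% = DMSO and -100% = 5 µM competing unlabeled TCR2 RNA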
Target sequence (Q9XUB2 whole entry, looked up): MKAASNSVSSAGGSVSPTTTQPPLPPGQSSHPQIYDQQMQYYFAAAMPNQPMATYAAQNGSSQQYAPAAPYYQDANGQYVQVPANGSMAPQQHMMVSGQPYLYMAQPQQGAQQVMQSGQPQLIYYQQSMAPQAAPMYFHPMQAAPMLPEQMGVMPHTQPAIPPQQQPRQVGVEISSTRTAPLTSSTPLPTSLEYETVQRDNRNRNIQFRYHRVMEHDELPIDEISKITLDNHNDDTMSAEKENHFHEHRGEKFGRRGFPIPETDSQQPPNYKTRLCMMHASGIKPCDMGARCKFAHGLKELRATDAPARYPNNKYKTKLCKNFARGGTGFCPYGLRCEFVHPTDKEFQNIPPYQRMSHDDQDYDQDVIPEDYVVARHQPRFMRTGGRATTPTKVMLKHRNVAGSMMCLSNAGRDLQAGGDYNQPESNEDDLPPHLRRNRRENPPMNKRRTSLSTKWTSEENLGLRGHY
MCL1 BIM primary: inhibitors of human MCL1 binding to BIM-BH3 peptide; Q07820; GST-MCL1 / FITC-Bim-BH3 fluorescence polarization; inhibition, % at 10.9 µM; 320,000 tested, 0.68% active; AID 2057;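 active means inhibition above the mean inhibition of all tested compounds plus 3 SD, set per campaign, cut at about 40% in these data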;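 further: 0% = DMSO wells and 100% = unlabeled Bim-BH3 peptide control; higher means more loss of mP so more displacement of Bim peptide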
GLD-1 RNA inh: GLD-1-TGE RNA interaction inhibition (C. elegans). Q17339. purified GLD-1 + fluorescein TGE RNA, fluorescence polarization. inhibition, % at 5.96 µM. 320,000 tested, 0.44% active;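 active means percent inhibition above a per-plate cutoff, the plate mean of test compounds plus 3 SD, cut at about 30% in these data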;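 further: 0% = DMSO wells with GLD-1 and probe and 100% = wells lacking GLD-1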
Target sequence (Q17339 whole entry, looked up): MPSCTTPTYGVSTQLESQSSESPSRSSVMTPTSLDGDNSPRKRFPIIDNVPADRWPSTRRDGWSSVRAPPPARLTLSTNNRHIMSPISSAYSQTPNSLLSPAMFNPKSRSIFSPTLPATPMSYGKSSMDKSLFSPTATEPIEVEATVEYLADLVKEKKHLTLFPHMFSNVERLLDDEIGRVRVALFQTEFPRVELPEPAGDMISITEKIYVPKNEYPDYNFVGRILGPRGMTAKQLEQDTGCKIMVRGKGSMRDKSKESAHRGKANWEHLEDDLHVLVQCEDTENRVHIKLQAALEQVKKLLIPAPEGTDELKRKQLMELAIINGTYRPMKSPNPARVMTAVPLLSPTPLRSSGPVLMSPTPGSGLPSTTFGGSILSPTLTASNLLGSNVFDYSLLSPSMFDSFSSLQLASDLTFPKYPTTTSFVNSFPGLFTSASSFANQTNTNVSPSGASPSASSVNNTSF
ZTA counter: ZTA (EBV) inhibition in EBNA-1 counter-screen | P03206 | ZTA-DNA binding, fluorescence polarization | 320,000 tested, 0.15% active | inhibition, % at 11 µM; in the data active means inhibition above about 33%
BCLXL inh: inhibitors of human Bcl-xL. Q07817. GST-Bcl-xL / FITC-Bim BH3 peptide fluorescence polarization. inhibition, % at 10.9 µM. 320,000 tested, 0.7% active. AID 2129;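 active means inhibition above the mean of all tested compounds plus 3 SD, cutoff set per campaign, cut at about 30% in these data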;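 further: 0% = DMSO wells and 100% = unlabeled Bim-BH3 peptide competitor; inhibitors lower millipolarization by displacing the labeled peptide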
Efflux pump inh: antifungal efflux pump inhibition, Nile Red retention; S. cerevisiae Candida pump triplex; inhibition, % at 10 µM; 330,000 tested, 0.44% active;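 active means plate passing quality check with inhibition over a set limit, or well fluorescence over plate mean plus 4 SD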;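 further: Nile Red retained in pooled yeast measured as flow cytometry median fluorescence; 0% = buffer negative control and 100% = Enniatin B positive control; higher means more Nile Red kept so more efflux inhibition; some compounds called inactive have numbers as strong as hits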
EBNA-1 inh: blocks EBNA-1 binding to DNA; AID 1950; inhibition, % at 14.8 µM; EBNA-1 DNA binding, fluorescence polarization; 300,000 tested, 0.34% active; in the data active means inhibition above about 28%
An asterisk follows results filed as active; ? = inconclusive; . = not tested or not shown. The order is random; overall some 2.3% were active at least once.

Every second line gives: Yeast superoxide	Fam108B counter	MEX-5 binding	MCL1 BIM primary	GLD-1 RNA inh	ZTA counter	BCLXL inh	Efflux pump inh	EBNA-1 inh
COc1cccc(Nc2nc(C)nc3c2oc2ccccc23)c1
→ 92	2	2.8	5	0	12	5	0.0	-1
O=C(Cn1cccc1)Nc1ccc(OC(F)(F)F)cc1
→ 106	0	1.9	-3	6	2	-1	-0.2	8
O=C1CC(c2cccs2)Cc2nc(NCC3CCCO3)ncc21 (centres undefined)
→ 88	3	-0.4	-4	5	4	3	0.0	1
Cc1cc(C)n(CCc2nc(-c3ccco3)cs2)n1
→ 87	4	-2.0	32	7	-3	17	0.0	5
CC(C)(C)C(CCl)C(=O)NN=C(c1ccccc1)c1ccccc1 (centres undefined)
→ 94	.	.	-5	-1	-1	0	0.3	.
O=C(CSc1nnc(C2CC2)n1Cc1ccco1)NCC(F)(F)F
→ 102	2	-1.6	0	2	-1	1	-0.3	-1
Nc1ccc(Nc2ccccc2)c(S(=O)(=O)O)c1
→ 99	9	?	42*	2	-4	25	0.1	-10
O=C(c1cccc(C(F)(F)F)c1)N1CCC(O)(CS(=O)(=O)Cc2ccccc2)CC1
→ 106	4	-3.4	12	5	1	4	0.1	-10
COc1ccccc1OCc1ccc(C(=O)N2CCOCC2)o1
→ 119	-3	-0.6	-2	1	8	5	0.1	-1
CCOC(=O)c1ccc(N/C=C2\CCCCC2=O)cc1
→ 91	1	?	-2	3	-15	0	-0.1	4
COc1ccc(Nc2ccc([N+](=O)[O-])cn2)cc1
→ 100	2	1.4	13	9	-32	6	0.0	-16
COC(=O)CCCNC(=O)c1ccc2nc(Cc3ccc(OC)cc3)oc2c1
→ 96	4	1.2	14	9	1	4	0.0	-2
Cc1ccc(-c2noc(CCC(=O)NCC3CCCO3)n2)cc1 (centres undefined)
→ 96	4	2.5	8	4	-10	1	0.1	-2
O=C(CNc1ccc(F)cc1)N/N=C/c1c(O)ccc2ccccc12
→ 91	9	-7.5	8	3	28	3	0.0	4
COc1ccc(CN(C)C(=O)c2cccc(Oc3ccccc3)c2)c(OC)c1OC
→ 92	-2	-0.5	10	2	1	1	0.0	4
Cc1ccc(NC(=O)C(C)OC(=O)CCN=C2NS(=O)(=O)c3ccccc32)cc1 (centres undefined)
→ 83	2	-0.8	-4	1	-9	-3	-0.2	-5
CN(C(=O)COC(=O)c1ccc2c(c1)OCO2)c1c(N)n(Cc2ccccc2)c(=O)[nH]c1=O
→ 100	-2	-3.1	-6	-2	-6	-4	0.2	0
COCCOCCn1cnc2ccccc21
→ 94	6	1.5	-1	-3	5	3	0.3	-7
Cc1cccc(-n2c(CNC(=O)c3ccccc3)nnc2SCC(=O)Nc2nccs2)c1
→ 105	-2	-2.6	2	2	-1	-1	0.1	2
Cc1cc(NC(=O)CSc2nc(=O)cc(N)n2-c2ccc(Cl)cc2)no1
→ 100	0	2.0	6	6	7	3	0.2	-8
O=C(CSc1nnc(-c2n[nH]c3ccccc23)n1-c1ccccc1)Nc1ccccc1Cl
→ 114	-12	-0.2	4	9	-2	3	-0.1	2
CCOC(=O)C1=C(C)N=c2s/c(=C\C(=O)OC)c(=O)n2C1c1ccc(OC)cc1 (centres undefined)
→ 97	-1	-1.4	6	2	15	3	-0.1	-1
CCOc1ccc2nc(SCC(=O)NCc3ccc4c(c3)OCO4)[nH]c2c1
→ 99	1	1.9	-7	-1	3	-6	0.0	-6
Cc1cc(C(=O)Nc2ccccc2N2CCCCC2)no1
→ 121	-2	-2.8	1	1	3	5	0.1	-8
CCc1cc2c(SCC(=O)O)ncnc2s1
→ 122	-3	1.2	-3	-1	13	8	-0.1	0
c1ccc(NC2=NCCN2CC2CCC2)cc1
→ 106	6	.	-3	-4	8	3	0.3	-11
COC(=O)c1[nH]c2cc(OC)c(OC)cc2c1NC(=O)CN1C[C@H]2C[C@@H](C1)c1cccc(=O)n1C2
→ 115	.	.	-2	4	-11	6	0.0	.
C[C@H](NC(=O)OCc1ccccc1)C(=O)N[C@@H](Cc1c[nH]c2ccccc12)C(=O)O
→ 103	-1	2.2	4	1	-14	5	0.0	-5
COc1ccccc1-c1nc(S(=O)(=O)c2ccccc2)c(N2CCCCC2)o1
→ 85	2	4.0	-5	-1	8	1	0.2	9
COc1ccc2nc(SCCN(C)C)[nH]c2c1
→ 107	4	1.6	6	2	4	1	-0.1	8
CCc1ccc(C(C(=O)NC2CCCC2)N(C(=O)/C=C/C(=O)Nc2cc(C)on2)c2ccccc2C)cc1 (centres undefined)
→ 106	-1	2.1	3	1	-3	3	0.2	-10
CCOC(=O)C1=C(C)OC(N)=C(C#N)C1c1ccc(O)c(OC)c1 (centres undefined)
→ 91	-2	-40*	-1	6	-12	0	-0.1	4
CCCNC(=O)C(CC)NC(=O)c1ccc(C#N)cc1 (centres undefined)
→ 104	.	.	6	-1	11	8	-0.2	.
N#Cc1ccsc1NC(=O)CN1CCN(c2ccccn2)CC1
→ 93	4	0.3	-5	5	-5	4	-0.1	-2
COc1ccc2[nH]c(=O)c(CN(C(=O)c3cccnc3)c3ccccc3OC)cc2c1
→ 88	6	-5.8	-3	1	-4	1	-0.1	-2
CCOC(=O)C1CCN(C(=O)Cc2c(C(=O)O)n(CC)c3ccccc23)CC1
→ 88	2	0.6	1	-4	1	2	0.0	-7
NS(=O)(=O)c1ccc(CCNC(=O)CN2CCN(c3cccc(Cl)c3)CC2)cc1
→ 98	3	1.8	-8	1	-5	3	-0.1	11
Cc1ccsc1C(=O)N1CCCC(CCC(=O)NCc2ccccc2F)C1 (centres undefined)
→ 93	1	-0.9	4	-2	-2	2	-0.2	17
CNc1oc(-c2ccccc2)nc1C#N
→ 94	11	1.0	-3	4	4	-5	0.1	-1
Cc1cccn2cc(-c3c[nH]c4ccccc34)nc12
→ 144	4	-1.4	0	-9	-1	-5	0.1	-16
O=C(Cn1cnc2ccccc2c1=O)NCCC(=O)Nc1ccccc1C(F)(F)F
→ 79	-2	-3.8	5	5	1	8	-0.1	-6
CC(=O)Nc1ccc(S(=O)(=O)N2CCCN(S(=O)(=O)c3ccc(C)cc3)CC2)cc1
→ 109	-1	-0.3	-8	4	-7	1	0.1	0
CCOC(=O)Cc1c(C)nc(Cc2ccc(OC(C)C)cc2)[nH]c1=O
→ 94	4	0.6	4	-7	9	5	-0.1	-1
Cc1cccc(C)c1Nc1nnc(SCC(=O)NCc2cccs2)s1
→ 95	0	2.0	-3	-2	-4	0	-0.1	9
CCc1cc(=O)oc2cc(C)cc(OC(C)C(=O)O)c12 (centres undefined)
→ 116	-2	?	0	8	-8	0	0.1	-4
CCCn1nc(C(=O)OCC(=O)Nc2ncc(Cl)c(C)c2Cl)c2ccccc2c1=O
→ 109	-5	-3.3	20	-1	12	12	-0.2	3
CN(C)CCOC(=O)COc1ccc(Cl)cc1
→ 100	0	.	7	5	12	7	0.0	2
CCOc1ccc(NC(=S)N(CCCN2CCOCC2)Cc2cn(C)c3ccccc23)cc1
→ 112	2	-1.1	3	3	-8	6	-0.2	5
Cc1ccc(-c2nc3ccccc3s2)cc1NC(=S)NC(=O)c1cccc2ccccc12
→ 106	2	0.5	14	1	-13	-1	1.4	3
O=C(Nc1ccccc1F)c1ccco1
→ 95	-3	-2.2	3	2	1	5	0.1	-8

Further entries:
Every second line gives: Yeast superoxide	Fam108B counter	MEX-5 binding	MCL1 BIM primary	GLD-1 RNA inh	ZTA counter	BCLXL inh	Efflux pump inh	EBNA-1 inh
COc1cc(C(=O)NCc2ccc3c(c2)OCO3)c([N+](=O)[O-])cc1OC
→ 104	0	-2.2	4	3	-3	3	-0.2	10
CC(C)Cc1nnc(NC(=O)c2cc(-c3ccccc3)nc3ccccc23)s1
→ 127	-4	1.7	7	9	-3	1	-0.3	6
O=C(Cc1c(F)cccc1Cl)NC1CCN(Cc2ccccc2)CC1
→ 118	0	-0.5	11	6	0	6	0.0	-2
COc1cnc(N(C)C)nc1Sc1ccc(Cl)cc1
→ 87	2	1.6	-6	1	7	6	-0.1	0
Cc1nn(CCCC(=O)NCc2ccco2)c(=O)c2nn(-c3ccccc3)c(C)c12
→ 78	-1	-1.0	4	-7	12	6	0.0	6
COc1ccc(NC(NC(=O)c2cccnc2)C(Cl)(Cl)Cl)cc1 (centres undefined)
→ 96	-4	1.1	11	5	9	9	1.0	-13
Cc1c(C#N)c2ccccc2n1CC(=O)NCC1CCCO1 (centres undefined)
→ 114	-5	0.3	-6	5	0	-6	0.0	-18
Cc1ccc2c(c1)N(C(=O)CSc1nncn1C)C(C)(C)c1ssc(=S)c1-2
→ 96	6	-2.8	6	4	-7	6	-0.1	1
O=C(NC(=S)Nc1ccccc1Cl)c1cncc(Br)c1
→ 103	0	-2.0	6	0	2	7	0.1	4
O=C(COC(=O)COc1ccc2ccccc2c1)NCC(F)(F)F
→ 88	2	-1.7	6	3	20	4	0.0	5
O=C(NCC12CC3CC(C1)CC(CNC(=O)N1CCCC1)(C3)C2)N1CCCC1
→ 90	-2	-3.8	-3	-2	-3	-5	0.1	1
CC(=O)NCCc1ccc(S(=O)(=O)NC2OC(=O)c3ccccc32)cc1 (centres undefined)
→ 96	-2	0.4	8	-3	7	3	0.0	0
Cn1c(CNC(=O)c2ccco2)nnc1SCC(=O)c1ccc(F)cc1
→ 96	0	2.6	-4	3	-9	0	-0.1	0
COC(=O)Cn1c(CN2CCOCC2)nc2c1c(=O)n(C)c(=O)n2C
→ 89	-4	0.3	1	1	-11	3	-0.1	-11
C/C(=N\NC(N)=O)C1(C)CCCCC1
→ 66	1	1.0	-3	-1	-18	-1	-0.4	4
O=C(NNC(=O)C(O)(c1ccccc1)c1ccccc1)C1CC1
→ 116	-1	0.8	0	-2	-7	5	0.1	-8
